TNAP inh hi DEA – blocks human TNAP under high phosphate acceptor concentration; P05186; purified TNAP, CDP-star luminescence, 1 M DEA; inhibition, % at 20 µM; hit rate 0.03% among 200,000; AID 1135;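 active = over 50% inhibition of tissue-nonspecific alkaline phosphatase at 20 µM in the single-dose screen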;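 also: plate controls were DMSO wells for no effect and EDTA-quenched wells as full inhibition for full effect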
Target sequence (P05186 whole entry, looked up): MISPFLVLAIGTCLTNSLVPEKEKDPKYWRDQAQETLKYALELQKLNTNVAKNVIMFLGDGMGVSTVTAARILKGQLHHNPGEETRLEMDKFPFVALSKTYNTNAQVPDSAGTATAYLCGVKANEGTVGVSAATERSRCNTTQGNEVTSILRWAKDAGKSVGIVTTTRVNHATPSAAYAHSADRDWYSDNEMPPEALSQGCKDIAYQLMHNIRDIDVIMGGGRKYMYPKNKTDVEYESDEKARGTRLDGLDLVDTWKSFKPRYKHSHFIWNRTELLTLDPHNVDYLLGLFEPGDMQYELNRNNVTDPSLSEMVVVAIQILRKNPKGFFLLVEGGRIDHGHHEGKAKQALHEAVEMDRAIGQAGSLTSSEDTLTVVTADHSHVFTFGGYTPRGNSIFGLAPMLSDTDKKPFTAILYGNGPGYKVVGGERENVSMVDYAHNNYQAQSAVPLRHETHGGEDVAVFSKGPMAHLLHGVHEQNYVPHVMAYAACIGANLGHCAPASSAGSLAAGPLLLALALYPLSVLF
PMI act – increases human mannose-6-phosphate isomerase activity; purified human PMI, coupled resazurin fluorescence, 20 min; stronger effect = higher value; 1 = vehicle control, 0 substrate-free wells; activation factor at 20 µM; hit rate 0.005% among 190,000;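 active = activation factor of 2 or more at 20 µM, relative to plate controls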
Target sequence (P34949 whole entry, looked up): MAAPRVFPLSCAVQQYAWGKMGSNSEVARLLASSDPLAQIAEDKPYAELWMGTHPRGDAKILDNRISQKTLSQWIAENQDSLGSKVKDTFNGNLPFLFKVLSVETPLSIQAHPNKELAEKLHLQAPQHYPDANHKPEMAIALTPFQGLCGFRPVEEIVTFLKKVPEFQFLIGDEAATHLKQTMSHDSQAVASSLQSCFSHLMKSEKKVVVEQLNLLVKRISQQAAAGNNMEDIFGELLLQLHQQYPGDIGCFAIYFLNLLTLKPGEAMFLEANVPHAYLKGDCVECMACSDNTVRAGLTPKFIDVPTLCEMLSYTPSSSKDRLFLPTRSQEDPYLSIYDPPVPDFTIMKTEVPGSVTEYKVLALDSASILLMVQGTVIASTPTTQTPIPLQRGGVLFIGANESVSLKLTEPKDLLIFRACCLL
PMI act hi M6P – increases human PMI activity with near-saturating mannose 6-phosphate. coupled PMI enzyme assay, resazurin fluorescence, 20 min; stronger effect = higher value; 1 = untreated enzyme, 0 = substrate-free blank. activation factor at 20 µM. hit rate 0.34% among 190,000. AID 1216;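 active = activation factor of 2 or more at 20 µM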
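Test system: human phosphomannose isomerase with PGI, G6PDH, diaphorase coupling enzymes; Amount: PMI at 15 ng/mL final; Reagent: Mannose-6-phosphate 1.0 mM (near-saturating) plus 0.22 mM NADP+; Timing: 20 min, room temperature; Technique: resorufin fluorescence at Ex 544/Em 590 nm; Dosing: 20 µM single dose.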
HMGR II inh – inhibitors of class II HMG-CoA reductase from Enterococcus faecalis | purified E. faecalis HMGR, NADPH absorbance 340 nm kinetic | AID 1066 | inhibition, % at 10 µM | hit rate 0.41% among 190,000;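 active = inhibition above a set limit, the median over all tested compounds plus 3 SD, cut at about 9.5% in these data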;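 also: enzyme runs in reverse so mevalonate oxidation gives rising NADPH absorbance; 0% = complete reaction with DMSO and 100% = background rate lacking mevalonate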
FLuc act counter – affects firefly luciferase, flagging false hits in luciferase stimulation screens; P08659; ATPlite luciferase biochemical, luminescence, 10 min; 0 = ATP-free wells, 1 = DMSO control; activation factor at 10 µM; 200,000 tested, under 10 active; AID 1027;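 active = luciferase activation factor, scaled between plate controls, of at least 2 with compound at 10 µM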
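assay system = Luciferase/luciferin detection reagent, cell-free biochemical luciferase assay | also added = ATP substrate | times = 10 min post-reagent at room temperature | measured by = luminescence from luciferase reaction | measure = luciferase activation, seen as luminescence increase over controls | benchmarks = low control with PBS replacing ATP, high control enzyme plus ATP without compound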
TNAP inh no acc – blocks human TNAP activity with no phosphate acceptor present; P05186; purified TNAP, CDP-star luminescence, 30 min; inhibition, % at 20 µM; hit rate 0.26% among 200,000;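 active = tissue-nonspecific alkaline phosphatase inhibition above about 50% at 20 µM in the single-dose screen, limit read from the data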;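 also: 0% = DMSO negative control and 100% = EDTA positive control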
Diaph act CS – counter-screen for diaphorase-based assays: diaphorase activators and chemical reducers. Diaphorase/resazurin coupled assay, resorufin fluorescence, 16 min; stronger effect = higher value; 1 = vehicle wells, 0 = NADH-free wells. activation factor at 20 µM. hit rate 0.005% among 190,000. AID 1229;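 active = diaphorase activity raised at least twofold by the compound at 20 µM; inactive = activation factor below 2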
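Material: purified diaphorase enzyme from Clostridium kluyveri; Also added: 0.114 mM NADH and 0.1 mM resazurin, final amounts; Doses: single compound dose of 20 µM, 1% DMSO final; Times: 16 min enzyme reaction, ambient temperature; Detection: resorufin fluorescence, excitation 544 nm, emission 590 nm; Measure: increased resorufin signal from activators or reducing compounds.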
Diaphorase inh – inhibits diaphorase or chemically oxidizes, flagging diaphorase assay artifacts; AID 1217; diaphorase resazurin-to-resorufin fluorescence, NADH, 16 min; bacterial (C. kluyveri) enzyme, not human; hit rate 0.69% among 190,000; inhibition, % at 20 µM;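 active = primary screen inhibition at 20 µM above a set limit, cut at about 50% in these data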;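 also: plate controls were DMSO with full reaction for no effect and wells lacking NADH for full effect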
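Test system: diaphorase enzyme from Clostridium kluyveri; amount: diaphorase at 0.14 U/mL in enzyme working solution; detection: fluorescence of resorufin formed from resazurin, Ex 544/Em 590 nm; times: reaction incubation of 16 min at room temperature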
TNAP act hi DEA – TNAP (human) activation, high acceptor; purified TNAP, CDP-star luminescence, 1 M DEA, 30 min; stronger effect = higher value; 0 = EDTA background, 1 = DMSO-only activity; activation factor at 20 µM; 200,000 tested, under 10 active; AID 1136;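 active = activation factor at least 2 at 20 µM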
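Test system – human TNAP · Doses – 20 µM single point · Incubation – 30 min, room temperature · Signal – luminescent substrate turnover signal · Read-out basis – activation factor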
G6PDH counter – inhibits Leuconostoc G6PDH, flagging false hits in G6PDH-based assays; Purified L. mesenteroides G6PDH, diaphorase/resazurin coupled fluorescence, 45 min; inhibition, % at 5 µM; hit rate 0.12% among 200,000; AID 1020; in the data active = inhibition above about 50%
Active calls of the source: *.

No.	mol	TNAP inh hi DEA	PMI act	PMI act hi M6P	HMGR II inh	FLuc act counter	TNAP inh no acc	Diaph act CS	Diaphorase inh	TNAP act hi DEA	G6PDH counter
1	Cn1cc(CN2CCCC(CO)(Cc3ccccc3)C2)c2ccccc21 (stereo not drawn)	-6	0.9	0.9	-1	1.1	-6	0.9	8	1.1	14
2	Cc1ccc(F)cc1NC(=O)CN1CCN(c2ccccn2)CC1	0	1	1	-3	1.1	-3	1	3	1	2
3	CC1=C(C(=O)Nc2ccccc2F)C(c2ccsc2)C2=C(CC(C)(C)CC2=O)N1 (stereo not drawn)	3	0.9	1	1	1	-24	1	3	1	-3
4	COc1ccc(CCNC(=O)Cc2c(Cl)cccc2Cl)cc1	0	1.3	1.2	-2	1.1	4	0.9	12	1	7
5	O=C(O)CCc1nc(-c2ccccc2Cl)no1	-6	1.1	1.2	0	1	1	1.1	-10	1.1	1
6	CC(C)(C)c1cc(NC(=O)c2ccco2)n(-c2ccccc2)n1	-3	0.9	1	5	1	-7	1.1	-7	1	5
7	Cc1cccc(C)c1NC(=O)N1CCC(c2nc3ccccc3o2)CC1	-8	1.1	1	-3	1.1	1	0.9	8	1.1	1
8	COc1ccc(C(=O)NC2CCN(C(=S)NCCc3ccccc3)CC2)cc1	-7	0.8	0.9	16*	1	-4	0.8	20	1.1	21
9	CC(C)CNC(=O)CN(C)S(=O)(=O)c1ccc(F)cc1	-2	1	1	-2	1.1	-8	0.9	7	1	-1
10	O=c1[nH]c(Nc2ccc3c(c2)OCCO3)nnc1Cc1ccc(Cl)cc1	-5	1	1	4	1	-7	1	5	1	-8
11	CCn1c(SCC(=O)NCc2ccccc2)nc2nc3c(cc2c1=O)CCCC3	-5	1	1.1	-2	1.1	-2	0.9	6	1.1	14
12	c1cnn(-c2cc(N3CCOCC3)ncn2)c1	-4	0.9	1	-3	1	-13	0.8	16	1	-14

Next records follow:
No.	mol	TNAP inh hi DEA	PMI act	PMI act hi M6P	HMGR II inh	FLuc act counter	TNAP inh no acc	Diaph act CS	Diaphorase inh	TNAP act hi DEA	G6PDH counter
13	CC1CCCCN1S(=O)(=O)c1ccc2c(c1)CCN2C(=O)C1CCC1 (stereo not drawn)	-2	1	1	2	1	-9	0.9	13	1	-1
14	Cc1nc(=O)c(-c2ccccc2)c(C)n1-c1ccc(C(=O)O)cc1	-5	1	0.9	-4	1	-11	0.8	20	1	-3
15	CC12CCC(C(=O)Nc3nccs3)(OC1=O)C2(C)C (stereo not drawn)	-7	1	1.1	-2	1.1	-16	0.9	7	1.1	3
16	COc1cccc2cc(C(=O)N3CCCCC3C)c(=O)oc12 (stereo not drawn)	1	1	0.9	-5	1	-18	0.9	9	1	7
17	O=C(C1CCN(S(=O)(=O)Cc2ccccc2)CC1)N1CCCc2ccccc21	-2	1.1	1	-5	1	-5	0.9	14	1	6
18	Cc1nnc(NC(=O)c2c(-c3ccccc3Cl)noc2C)s1	-3	1	1	4	1.1	-10	0.9	7	1	16
19	Cc1cccc(OC2(c3ccccc3)OC(=O)c3ccccc32)c1C (stereo not drawn)	-5	0.8	0.9	1	1.1	-8	0.7	29	1.1	5
20	O=C(NCCc1c[nH]c2ccccc12)C(=O)NCC(c1ccco1)N1CCN(c2ccc(F)cc2)CC1 (stereo not drawn)	1	1	1	-3	1	-18	1.1	-11	1	-22
21	O=C(COc1cc(=O)n2c(n1)SCCC2)c1ccccc1	0	0.9	0.9	1	1	-7	0.9	12	1	10
22	COc1ccc(NC(=S)NCCc2ccc(Cl)cc2)c(OC)c1	0	0.9	0.9	-2	1	-10	0.8	22	1	1
23	CCOCCCNC(=O)CN1C(=O)/C(=C/c2ccccc2C)Sc2ccccc21	2	1	1	-2	1.1	4	0.9	6	1	9
24	O=C(/C=C/c1ccco1)N1CCCC(c2ccccc2)C1 (stereo not drawn)	0	0.9	0.8	4	1	2	0.8	24	1	12

Reprinted at random: 5 records from the list.
No.	mol	TNAP inh hi DEA	PMI act	PMI act hi M6P	HMGR II inh	FLuc act counter	TNAP inh no acc	Diaph act CS	Diaphorase inh	TNAP act hi DEA	G6PDH counter
15	CC12CCC(C(=O)Nc3nccs3)(OC1=O)C2(C)C (stereo not drawn)	-7	1	1.1	-2	1.1	-16	0.9	7	1.1	3
21	O=C(COc1cc(=O)n2c(n1)SCCC2)c1ccccc1	0	0.9	0.9	1	1	-7	0.9	12	1	10
20	O=C(NCCc1c[nH]c2ccccc12)C(=O)NCC(c1ccco1)N1CCN(c2ccc(F)cc2)CC1 (stereo not drawn)	1	1	1	-3	1	-18	1.1	-11	1	-22
17	O=C(C1CCN(S(=O)(=O)Cc2ccccc2)CC1)N1CCCc2ccccc21	-2	1.1	1	-5	1	-5	0.9	14	1	6
18	Cc1nnc(NC(=O)c2c(-c3ccccc3Cl)noc2C)s1	-3	1	1	4	1.1	-10	0.9	7	1	16

New compounds follow:
No.	mol	TNAP inh hi DEA	PMI act	PMI act hi M6P	HMGR II inh	FLuc act counter	TNAP inh no acc	Diaph act CS	Diaphorase inh	TNAP act hi DEA	G6PDH counter
25	O=C(Nc1ccccc1)Nc1nnc(/C=C/c2ccccc2Cl)s1	-2	1	1.1	-1	1.1	9	1	-1	1	-11
26	CCOc1ncccc1C(=O)OCC(=O)c1c(N)n(C)c(=O)n(C)c1=O	-6	1	1	1	1.1	-4	0.8	16	1.1	6
27	COc1cc(Br)cc2cc(C(=O)NCC3CCCO3)c(=O)oc12 (stereo not drawn)	-3	1	1	1	1	-9	0.9	15	1	3
28	Cc1cc2occ(CC(=O)O)c2cc1C	-4	1	1	0	1	-9	1	3	1	4
29	CC(=O)Oc1ccc2c(=O)c(N3C(=O)c4ccccc4C3=O)c(C)oc2c1C	-4	0.9	0.9	-4	1	-6	0.9	10	1	13
30	CCCC(=O)OCCNc1cc(SCCC(=O)OC)c2nonc2c1[N+](=O)[O-]	8	0.2	0.3	-2	1	1	0.2	75*	0.9	2
31	CCc1cc2cc(C(=O)N3CCN(Cc4ccccc4)CC3)sc2s1	1	0.9	1	-6	1	-3	0.9	10	1	0
32	CCO[C@H]1OC(C(=O)N2CCOCC2)=C[C@@H](C)[C@@H]1CCCO	-2	0.9	0.9	-5	1	-3	0.9	12	1	10
33	O=C(NCCCN1CCN(c2ccccc2F)CC1)C1CCC(=O)N1C1CCCCC1 (stereo not drawn)	-10	1	1	0	1.1	-8	0.9	14	1.1	6
34	COc1ccc(OC)c(NC(=O)CN(c2ccc(C)cc2)S(=O)(=O)c2c(C)noc2C)c1	-2	0.9	0.9	-5	1	-7	0.7	25	1	3
35	COc1ccc(OC)c(NC(=S)N2CCC(C(O)(c3ccccc3)c3ccccc3)CC2)c1	4	0.8	0.8	0	1	-5	0.8	24	1	-11
36	C(=C\c1ccccc1)/CSc1nnc(-c2cccnc2)o1	-8	1	1	3	1.1	-16	0.9	9	1.1	3

(continued)
No.	mol	TNAP inh hi DEA	PMI act	PMI act hi M6P	HMGR II inh	FLuc act counter	TNAP inh no acc	Diaph act CS	Diaphorase inh	TNAP act hi DEA	G6PDH counter
37	CC(=O)NC(=S)Nc1ccc(S(=O)(=O)N(C)Cc2ccccc2)cc1	2	1	1	3	1	0	1.1	-8	1	-4
38	Cc1ccc2c(C)nc(N/C(N)=N/S(=O)(=O)c3ccc([N+](=O)[O-])cc3)nc2c1	-1	1	1	-6	1.1	-15	0.9	9	1	8
39	COC(=O)/C=C1\SC(=NC(=O)c2ccc(C)cc2)NC1=O	-5	1	1.1	0	1	-2	1	3	1.1	6
40	O=C(OCC#CCSc1nnc(-c2cccc3ccccc23)o1)c1ccco1	-4	0.9	0.9	-5	1.1	-8	0.8	16	1	-3
41	CC(=O)N1CCC(=NNS(=O)(=O)c2cccc([N+](=O)[O-])c2)CC1	-1	1.4	1.7	0	1	-9	0.9	10	1	5
42	Cc1cccc(N2C(=O)C3CC3C2=O)c1 (stereo not drawn)	-2	1	1	1	1.1	-9	1	0	1	2
43	Cn1nc(C(C)(C)C)cc1C(=O)Nc1nc2c(s1)C(=O)CC(C)(C)C2	-5	0.9	0.9	-1	1	-9	0.7	27	1	7
44	O=C(O)C1C2C=CC(C2)C1C(=O)OCC1CCCO1 (stereo not drawn)	-10	1	0.9	5	1	-16	0.9	11	1.1	16
45	CCCCn1c(N)c(C(=S)NC(=O)CC(C)C)c(=O)n(C)c1=O	-3	1	1	-2	1.1	4	0.4	59*	1	-8
46	COc1ccc(C2C(C(=O)N3CCCCC3)CCC(=O)N2c2cc(OC)c(OC)c(OC)c2)cc1 (stereo not drawn)	0	1.1	1.1	1	1.1	-8	0.9	10	1	4
47	Clc1ccc(N2CCOCC2)nn1	-6	1.2	1.1	-4	1.1	-12	1	2	1.1	1
48	COc1ccc(CNC(=O)C(CCSC)NS(=O)(=O)c2ccccc2F)cc1 (stereo not drawn)	0	0.9	1	4	1	-4	1	5	1	3

From PubChem
